ROS inducer: ROS inducers in U2OS cancer cells, primary screen, cell-based, H2DCF-DA fluorescence; U2OS ROS induction; ROS induction (% of piperlongumine), % at 10 µM; 2% of 46,000 active; AID 624156, 2012; in the data active means ROS induction above about 79%, passing the limit was not always enough;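 further: 0% = DMSO vehicle median and 100% = reference compound median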
* hit, by the source's call.

SMILES	ROS inducer
COc1ccccc1NC(=O)COc1ccc(C(=O)Nc2cccc(C(F)(F)F)c2)cc1	-9
Cc1noc(C)c1NC(=O)N(C)C[C@@H]1Oc2ccc(NS(=O)(=O)c3cn(C)cn3)cc2C(=O)N([C@@H](C)CO)C[C@H]1C	6
C[C@@H]1CN([C@@H](C)CO)C(=O)c2cc(NC(=O)Nc3cccc4ccccc34)ccc2O[C@H]1CN(C)C(=O)NC1CCCCC1	31
Clc1ccc(-n2c(SCc3nc4ccccc4[nH]3)nnc2-c2ccncc2)cc1	2
Cc1ccc(-c2nc3ccccc3[nH]2)cc1NC(=O)COc1ccccc1[N+](=O)[O-]	17
C[C@@H]1CN([C@H](C)CO)C(=O)c2cc(NC(=O)Nc3ccc4c(c3)OCO4)ccc2O[C@H]1CN(C)C(=O)Nc1cccc2ccccc12	40
C[C@H]1CN([C@@H](C)CO)C(=O)c2cc(NS(=O)(=O)c3cccs3)ccc2O[C@@H]1CN(C)Cc1ccc(C(=O)O)cc1	0
C[C@@H]1CN([C@@H](C)CO)C(=O)c2cc(NC(=O)Cc3cn(C)c4ccccc34)ccc2O[C@@H]1CN(C)Cc1ccc(C(F)(F)F)cc1	1
Cc1ccc(S(=O)(=O)Nc2ccc3c(c2)C(=O)N([C@@H](C)CO)C[C@H](C)[C@@H](CN(C)C(=O)Nc2ccc(F)cc2)O3)cc1	-1
COc1ccc(-c2cnc3c(c2)C(=O)N([C@H](C)CO)C[C@H](C)[C@H](CN(C)C(=O)NC2CCCCC2)O3)cc1	11
C[C@@H]1O[C@@H](O[C@@H]2[C@@H](O)[C@H](O[C@@H]3[C@@H](O)[C@H](C)O[C@@H](O[C@H]4[C@H](O[C@H]5CC[C@@]6(C)C(CC[C@]7(C)C6CC=C6[C@@H]8CC(C)(C)CC[C@]8(C(=O)O)CC[C@]67C)[C@]5(C)CO)OC[C@H](O)[C@@H]4O)[C@@H]3O)O[C@H](CO)[C@H]2O[C@@H]2O[C@H](CO)[C@@H](O[C@@H]3OC[C@@H](O)[C@H](O)[C@H]3O)[C@H](O)[C@H]2O)[C@H](O)[C@H](O)[C@H]1O (stereo partly specified)	-27
CSc1ncc(Cl)c(C(=O)Nc2nnc(SCc3ccc(F)cc3)s2)n1	0
COc1ccc(NC(=O)N(C)C[C@@H]2OCc3cnnn3CCCC(=O)N([C@@H](C)CO)C[C@H]2C)cc1	13
C[C@@H]1CCCCO[C@H](CN(C)C(=O)CCC(F)(F)F)[C@@H](C)CN([C@H](C)CO)C(=O)c2cc(NS(=O)(=O)c3ccc(Cl)cc3)ccc2O1	16
C[C@@H]1CCCCO[C@H](CN(C)Cc2ccc(C(F)(F)F)cc2)[C@@H](C)CN([C@H](C)CO)C(=O)c2cc(NS(=O)(=O)c3ccc(Cl)cc3)ccc2O1	4
C[C@H](CO)N1C[C@H](C)[C@@H](CN(C)C)Oc2ccc(NC(=O)Nc3ccccc3)cc2C1=O	7
C[C@H](CO)N1C[C@H](C)[C@@H](CN(C)C(=O)Nc2ccc(C(F)(F)F)cc2)Oc2c(NS(=O)(=O)c3ccc(Cl)cc3)cccc2C1=O	-3
COc1ccc(S(=O)(=O)Nc2ccc3c(c2)C(=O)N([C@H](C)CO)C[C@H](C)[C@@H](CN(C)C(=O)CCCN(C)C)OCCCC[C@@H](C)O3)cc1	2
O=[N+]([O-])c1cccc2cn[nH]c12	-1
O=C(OCCN1C(=O)c2ccccc2C1=O)c1ccccc1	-8
C[C@H]1CN([C@@H](C)CO)C(=O)c2cc(NC(=O)Cc3ccccc3)ccc2O[C@@H]1CN(C)S(C)(=O)=O	-10
Cc1noc(C)c1S(=O)(=O)Nc1ccc2c(c1)CC(=O)N([C@@H](C)CO)C[C@@H](C)[C@@H](CN(C)C(=O)NC1CCCCC1)O2	-2
C[C@H]1CC2C([C@@H](O)C[C@@]3(C)C2CC[C@]3(O)C(=O)CO)[C@@]2(C)C=CC(=O)C=C12 (stereo partly specified)	-4
C[C@H](CO)N1C[C@H](C)[C@H](CN(C)S(=O)(=O)c2ccc(Cl)cc2)Oc2ccc(NS(C)(=O)=O)cc2C1=O	-10
Cc1ccc(S(=O)(=O)Nc2ccc3c(c2)C(=O)N([C@H](C)CO)C[C@H](C)[C@@H](CN(C)CC2CC2)O3)cc1	2
C[C@@H]1CCCCO[C@@H](CN(C)C(=O)Nc2ccccc2)[C@@H](C)CN([C@H](C)CO)C(=O)c2cc(NC(=O)c3ccncc3)ccc2O1	13
CCc1[nH]c(=S)c(C#N)c(-c2ccccc2)c1C(=O)OC	0
C=CCn1c(SCC(=O)OCC)nc2cc(C(=O)NCc3ccco3)ccc2c1=O	6
C[C@H](CO)N1C[C@H](C)[C@H](CN(C)Cc2ccc3c(c2)OCO3)Oc2ccc(NC(=O)Nc3ccc(F)cc3)cc2C1=O	11
C[C@H](CO)N1C[C@H](C)[C@@H](CN(C)Cc2ccc(C(F)(F)F)cc2)Oc2ccc(NC(=O)C3CC3)cc2C1=O	8
CC(C)NC(=O)N(C)C[C@H]1Oc2ccc(N(C)C)cc2C(=O)N([C@H](C)CO)C[C@H]1C	-10
NC(=O)c1c(NC(=O)C2CC(=O)N(c3ccc(Cl)cc3)C2)sc2c1CCCC2 (stereo unspecified)	-2
c1cnc(SCCCCOc2ccc3c(c2)CCC3)nc1	6
C[C@@H]1CN([C@@H](C)CO)C(=O)c2cc(NS(=O)(=O)c3cn(C)cn3)ccc2O[C@H]1CN(C)S(=O)(=O)c1cccs1	0
CC(C)C(=O)N1N=C2CCCCC2C1(O)C(F)(F)F (stereo unspecified)	-7
C/C(=N\O)C(=O)c1ccc(-c2ccccc2F)cc1	-10
C=CCOC(=O)[C@@H]1[C@H]2C(=O)O[C@H](c3ccccc3)[C@H](c3ccccc3)N2[C@H](c2ccc(OCCOC(=O)[C@@H]3C[C@@H]4C(=O)N[C@@H](Cc5ccccc5)C(=O)N4[C@@H]3c3ccc(O)cc3)cc2)[C@@]12C(=O)Nc1ccc(I)cc12	-8
C[C@@H]1CCCCO[C@H](CN(C)C(=O)Nc2ccc3c(c2)OCO3)[C@@H](C)CN([C@H](C)CO)C(=O)c2cc(N(C)C)ccc2O1	9
C[C@@H]1CCCCO[C@@H](CN(C)C(=O)Nc2ccc(F)cc2)[C@@H](C)CN([C@H](C)CO)C(=O)c2cc(NC(=O)NC3CCCCC3)ccc2O1	2
O=C(NCc1ccccc1)C1=C[C@@H](c2cccs2)C[C@@H](OCCCCO)O1	13
C[C@@H]1CN([C@H](C)CO)C(=O)c2cc(NC(=O)Nc3ccccc3)ccc2O[C@H]1CN(C)CC1CCCCC1	18
CCc1ccc(N(CC(=O)NC)S(C)(=O)=O)cc1	-7
Cc1noc(C)c1S(=O)(=O)N(C)C[C@@H]1Oc2ccc(NS(=O)(=O)c3cccs3)cc2C(=O)N([C@H](C)CO)C[C@@H]1C	0
Cc1ccc(S(=O)(=O)N(C)C[C@@H]2Oc3c(NC(=O)CCCCCC(=O)Nc4ccccc4N)cccc3C(=O)N([C@@H](C)CO)C[C@H]2C)cc1	-4
Cc1cc([N+](=O)[O-])nn1CC(=O)NCc1ccccc1	-5
COc1ccc(CN(C)C[C@H]2Oc3ccc(NS(=O)(=O)c4ccccc4)cc3C(=O)N([C@@H](C)CO)C[C@@H]2C)cc1	38
CC(C)NC(=O)N(C)C[C@@H]1Oc2ncc(-c3ccc(F)cc3)cc2C(=O)N([C@H](C)CO)C[C@@H]1C	-1
COc1cc(C(=O)OCC2(O)COC(OCC3OC(Oc4c(OC)cc(CO)cc4OC)C(O)C(O)C3O)C2O)cc(OC)c1O (stereo unspecified)	-5

Laid out differently: 4 of the compounds above
| Molecule | ROS inducer |
| --- | --- |
| COc1ccccc1NC(=O)COc1ccc(C(=O)Nc2cccc(C(F)(F)F)c2)cc1 | -9 |
| Cc1noc(C)c1NC(=O)N(C)C[C@@H]1Oc2ccc(NS(=O)(=O)c3cn(C)cn3)cc2C(=O)N([C@@H](C)CO)C[C@H]1C | 6 |
| C[C@@H]1CN([C@@H](C)CO)C(=O)c2cc(NC(=O)Nc3cccc4ccccc34)ccc2O[C@H]1CN(C)C(=O)NC1CCCCC1 | 31 |
| Clc1ccc(-n2c(SCc3nc4ccccc4[nH]3)nnc2-c2ccncc2)cc1 | 2 |

Other results follow.
SMILES	ROS inducer
COc1cc2nc3occc3c(OC)c2cc1OCC(O)C(C)(C)O (stereo unspecified)	52
CC(C)NC(=O)N(C)C[C@@H]1Oc2ccc(NC(=O)NC3CCCCC3)cc2C(=O)N([C@@H](C)CO)C[C@@H]1C	17
C=C1CC[C@H]2[C@](C)(CCC[C@]2(C)C(=O)OC)[C@H]1CC/C(C)=C/C(=O)O	-3
Cc1ccc(N(C(C)C(=O)Nc2cccc(C(F)(F)F)c2)S(C)(=O)=O)cc1 (stereo unspecified)	-8
CC(C)NC(=O)Nc1cccc2c1O[C@@H](CN(C)Cc1ccc(Oc3ccccc3)cc1)[C@H](C)CN([C@H](C)CO)C2=O	27
C[C@@H]1CN([C@@H](C)CO)C(=O)c2cccc(NS(=O)(=O)c3ccc(Cl)cc3)c2O[C@@H]1CN(C)Cc1ccc(Cl)c(Cl)c1	13
O=C(O)/C=C/C(=O)NC1CCN(c2nccc(C(F)(F)F)n2)CC1	-12
CC(C)NC(=O)Nc1ccc2c(c1)C(=O)N([C@H](C)CO)C[C@H](C)[C@@H](CN(C)C(=O)Nc1ccc3c(c1)OCO3)OCCCC[C@@H](C)O2	-2
COc1ccc(-n2c(SCC(N)=O)nnc2-c2cccnc2)cc1	10
C[C@@H]1CN([C@@H](C)CO)C(=O)c2cc(NC(=O)CCN3CCOCC3)ccc2O[C@@H]1CN(C)Cc1ccc(Oc2ccccc2)cc1	-5
Cc1c(Cl)c(O)c(Cl)c(C)c1N(S(=O)(=O)c1ccccc1)S(=O)(=O)c1ccccc1	9
COc1ccc(CN(C)C[C@H]2Oc3ccc(NC(=O)Nc4ccc(OC)cc4)cc3C(=O)N([C@@H](C)CO)C[C@H]2C)cc1	6

Three entries out of the list, ordered by number of heavy atoms, smallest number first:
SMILES	ROS inducer
C=CCn1c(SCC(=O)OCC)nc2cc(C(=O)NCc3ccco3)ccc2c1=O	6
CC(C)NC(=O)N(C)C[C@@H]1Oc2ccc(NC(=O)NC3CCCCC3)cc2C(=O)N([C@@H](C)CO)C[C@@H]1C	17
CC(C)NC(=O)Nc1cccc2c1O[C@@H](CN(C)Cc1ccc(Oc3ccccc3)cc1)[C@H](C)CN([C@H](C)CO)C2=O	27

Entries above containing a nitro group on carbon (three):
SMILES	ROS inducer
Cc1ccc(-c2nc3ccccc3[nH]2)cc1NC(=O)COc1ccccc1[N+](=O)[O-]	17
O=[N+]([O-])c1cccc2cn[nH]c12	-1
Cc1cc([N+](=O)[O-])nn1CC(=O)NCc1ccccc1	-5

Additional results.
SMILES	ROS inducer
CCc1cccc(C)c1NC(=O)CSc1n[nH]c(-c2ccccc2Cl)n1	-13
C[C@H]1CN([C@@H](C)CO)C(=O)c2cc(NS(=O)(=O)c3cn(C)cn3)ccc2O[C@@H]1CN(C)Cc1ccc(Oc2ccccc2)cc1	-7
C[C@@H]1CN([C@H](C)CO)C(=O)Cc2cc(NC(=O)Nc3ccc(C(F)(F)F)cc3)ccc2O[C@@H]1CN(C)Cc1ccc(C(F)(F)F)cc1	10
O=C(c1cc2ccccc2oc1=O)N(Cc1ccccc1)c1ccccn1	-2
C[C@H]1CN([C@@H](C)CO)C(=O)Cc2cc(NC(=O)CCCCCC(=O)Nc3ccccc3N)ccc2O[C@@H]1CN(C)S(=O)(=O)c1ccc(Cl)cc1	-4
C[C@@H]1CCCCO[C@H](CN(C)C)[C@@H](C)CN([C@H](C)CO)C(=O)c2cc(NS(=O)(=O)c3ccc(Cl)cc3)ccc2O1	2
O=C1NCN(c2ccccc2)C12CCN(CCCC(c1ccc(F)cc1)c1ccc(F)cc1)CC2	7
COc1cc(O)cc2cc3c(c(O)c12)C(=O)C[C@@](C)(O)C3	-3
C[C@H](CO)N1C[C@H](C)[C@@H](CN(C)Cc2ccc(Oc3ccccc3)cc2)Oc2c(NC(=O)c3ccncc3)cccc2C1=O	32
Cc1nc(SCC(C)C)c(C#N)c(C)c1C	30
COc1ccc(S(=O)(=O)Nc2ccc3c(c2)C(=O)N([C@H](C)CO)C[C@H](C)[C@H](CN(C)Cc2ccc(C(F)(F)F)cc2)O3)cc1	15
Cc1cc(Cl)ccc1NC(=O)CSc1nc(C(F)(F)F)cc(=O)[nH]1	2
COc1ccc(N(CC(=O)Nc2ccccc2-c2ccccc2)S(C)(=O)=O)cc1	7
C[C@@H]1CCCCO[C@@H](CN(C)Cc2ccc(C(F)(F)F)cc2)[C@@H](C)CN([C@H](C)CO)C(=O)c2cc(NS(C)(=O)=O)ccc2O1	23
O=C(NO)c1ccc(C(=O)N/N=C/c2ccc(O)cc2)cc1	-4
COc1ccc(-n2ncc(NC(=O)NCc3ccccn3)c2C)cc1	-9
COC(=O)c1ccccc1NC(=O)c1c(C)nn(-c2ccccc2)c1-n1cccc1	126*
C[C@@H]1CN([C@H](C)CO)C(=O)c2cc(NC(=O)NC3CCCCC3)ccc2O[C@H]1CN(C)S(=O)(=O)c1cccs1	14
C[C@H](CO)N1C[C@H](C)[C@@H](CN(C)C)Oc2c(NS(=O)(=O)c3cn(C)cn3)cccc2C1=O	-5
CC(C)NC(=O)N(C)C[C@H]1Oc2ccc(NC(=O)CCCCCC(=O)Nc3ccccc3N)cc2CC(=O)N([C@H](C)CO)C[C@H]1C	11
Cc1cc(C)c2c(-n3cccc3)c(C(=O)N(C)Cc3ccccc3)sc2n1	60
C[C@H](CO)N1C[C@H](C)[C@H](CN(C)S(C)(=O)=O)Oc2ccc(NC(=O)Nc3ccccc3)cc2C1=O	-12
CSc1nc(N)nc(SC(C(=O)O)c2ccccc2)c1C#N (stereo unspecified)	0
C[C@H](CO)N1C[C@H](C)[C@H](CN(C)Cc2ccncc2)Oc2ccc(NC(=O)Cn3cnnn3)cc2CC1=O	14
C[C@H]1CN([C@@H](C)CO)C(=O)c2cccc(NS(=O)(=O)c3cccs3)c2O[C@@H]1CN(C)S(=O)(=O)c1ccccc1	-3
O=C(COc1ccc(S(=O)(=O)NC2CCCCC2)cc1Cl)N1CCOCC1	-2

These rows are one share of the data. The share of hits here may be higher or lower than overall.
